bovine MsrA act: bovine MsrA enzyme activators, primary screen, biochemical, absorbance, HTS; purified bovine MsrA, absorbance read-out; activation, % at 10.6 µM; actives 0.3% (n = 360,000); in the data active = activation above about 7.5%;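 also: 0% = vehicle and 100% = reference activator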
Tb MetRS inh: T. brucei MetRS inhibitors, primary screen, biochemical, luminescence; purified T. brucei MetRS, ATP depletion, Kinase-Glo luminescence; inhibition, % at 11.9 µM; actives 0.4% (n = 360,000); AID 624268, 2012;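 active = inhibition above a per-plate cutoff of the control wells' mean inhibition plus 3 SD, cut at about 5.5% in these data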;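 also: 0% = DMSO wells median and 100% = median of wells with control inhibitor compound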
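Dosing: 11.9 µM compound single dose, 0.9% DMSO; Assay system: purified T. brucei MetRS enzyme; Measured by: Kinase-Glo luciferase luminescence reporting remaining unconsumed ATP; Schedule: 15 min plus 2 h at 25 °C.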
MLLE-PAM2 inh: inhibitors of PABP1 MLLE–PAM2 peptide binding, primary screen, biochemical, fluorescence polarization, FITC-PAM2, GST-MLLE. Polyadenylate-binding protein 1 (Homo sapiens), P11940. inhibition, % at 20 µM. actives 0.36% (n = 360,000). AID 588489, 2011; in the data active = inhibition above about 35%, passing the limit was not always enough;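 also: plate controls were DMSO wells with GST-MLLE for no effect and wells lacking GST-MLLE protein for full effect; some results filed as inactive read as strong as hits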
SKN-1 inh: suppressors of acrylamide-induced Pgst-4::GFP reporter in worms, primary screen, SKN-1 inhibitor project, whole organism, uHTS, GFP/RFP fluorescence ratio, strain VP596; C. elegans VP596 Pgst-4::GFP/RFP ratio, 24 h; inhibition, % at 21.8 µM; actives 0.49% (n = 360,000); AID 624304, 2012;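 active = interference check ratio from 0.5 to 1.5 plus GFP to RFP signal ratio inhibition reaching or exceeding a fixed threshold, cut at about 30% in these data, passing the limit was not always enough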; also: some compounds called inactive have numbers as strong as hits
FAS TE block: FAS thioesterase domain inhibitors, primary screen, biochemical, fluorescence intensity, uHTS; Fatty acid synthase (Homo sapiens), P49327; recombinant FAS-TE, OMFH fluorogenic substrate, fluorescence endpoint; inhibition, % at 15 µM; actives 0.67% (n = 360,000); AID 602261, 2012;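 active = compounds whose normalised, plate-corrected inhibition of enzyme fluorescence in the single-dose primary screen is 50% or more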;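 also: 0% = DMSO with enzyme and 100% = substrate without enzyme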
MsrA inh: bovine MsrA enzyme inhibitors, primary screen, biochemical, absorbance, HTS; Methionine sulfoxide reductase A (Bos taurus); purified bovine MsrA, absorbance read-out; inhibition, % at 15.5 µM; actives 0.75% (n = 360,000); in the data active = inhibition above about 4.5%;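 also: 0% = vehicle wells with enzyme and 100% = reference inhibitor wells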
eLon inh: inhibitors of E. coli Lon protease, primary screen, biochemical, fluorescence polarization. P0A9M0. purified E. coli Lon protease. inhibition, % at 7.94 µM. actives 0.42% (n = 360,000). AID 602123, 2011; in the data active = inhibition above about 13%, passing the limit was not always enough;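 also: 0% = enzyme with probe and DMSO and 100% = no enzyme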
NRP1-CendR mod: modulators of CendR peptide binding to NRP-1, primary screen, biochemical, fluorescence polarization, uHTS | AID 602438, 2012 | inhibition, % at 25 µM | Neuropilin-1 (Homo sapiens), O14786 | actives 0.85% (n = 360,000) | FAM-RPARPAR peptide binding to NRP-1;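 active = inhibition or corrected inhibition above about 18%, plus a signal ratio from 0.5 to 1.5, limit read from the data, passing the limit was not always enough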; also: strong numbers were not always called active
MT1-MMP act inh: blockers of MT1-MMP proenzyme processing, primary screen, HT1080 RFP-PRO-GFP cells, GFP/RFP fluorescence; GFP/RFP ratio fluorescence, overnight; percent of plate control window, DMSO zero; GFP/RFP ratio change, % at 20 µM; actives 0.061% (n = 360,000); AID 651647, 2012;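 active = GFP/RFP ratio change of at least 30% with cell ATP level not reduced by more than half and red fluorescence within 50% of control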; also: strong numbers were not always called active
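Assay system – RFP-PRO-GFP reporter HT1080 cells · Compound dosing – single dose of 20 µM compound, 1% DMSO final · Incubation – overnight compound exposure at 37 °C · Measure – GFP/RFP fluorescence ratio · Benchmarks – DMSO wells and RFP-L50D-GFP cells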
Numbers without * were called inactive.

The opening two records as a preview:
What do the screens show for `O=S1(=O)N[C@H](Cc2ccccc2)COc2cc(N3CCSCC3)ccc21`?
bovine MsrA act: -4; Tb MetRS inh: -0.8; SKN-1 inh: 14; FAS TE block: 2; MsrA inh: 0.3; eLon inh: -3; NRP1-CendR mod: 7; MT1-MMP act inh: 7

What do the screens show for `CCS(=O)(=O)NCCNc1ccc([N+](=O)[O-])cc1`?
bovine MsrA act: 4; Tb MetRS inh: 0.1; MLLE-PAM2 inh: -3; SKN-1 inh: 3; FAS TE block: -3; MsrA inh: 2.0; eLon inh: 0; NRP1-CendR mod: 1; MT1-MMP act inh: 1

The list itself, from the start:
What do the screens show for `O=S1(=O)N[C@H](Cc2ccccc2)COc2cc(N3CCSCC3)ccc21`?
bovine MsrA act: -4; Tb MetRS inh: -0.8; SKN-1 inh: 14; FAS TE block: 2; MsrA inh: 0.3; eLon inh: -3; NRP1-CendR mod: 7; MT1-MMP act inh: 7

What do the screens show for `CCS(=O)(=O)NCCNc1ccc([N+](=O)[O-])cc1`?
bovine MsrA act: 4; Tb MetRS inh: 0.1; MLLE-PAM2 inh: -3; SKN-1 inh: 3; FAS TE block: -3; MsrA inh: 2.0; eLon inh: 0; NRP1-CendR mod: 1; MT1-MMP act inh: 1

Results for O=C(c1ccco1)N1CCN(C(=O)c2cccc3c2C(=O)N(Cc2cccnc2)C3)CC1 ?
bovine MsrA act: -3; Tb MetRS inh: -0.5; MLLE-PAM2 inh: -1; SKN-1 inh: 4; FAS TE block: -2; MsrA inh: -0.1; eLon inh: -9; NRP1-CendR mod: -3; MT1-MMP act inh: 3

How did CC/C(=N\NC(=O)CCC(=O)NCc1ccccc1)c1ccc(O)cc1 do in these assays?
bovine MsrA act: -12; Tb MetRS inh: -2.1; MLLE-PAM2 inh: -11; SKN-1 inh: 2; FAS TE block: -5; MsrA inh: -0.3; eLon inh: -5; NRP1-CendR mod: 3; MT1-MMP act inh: -6

What do the screens show for `Cc1cccc(-c2nc(CNC(=O)c3ccco3)cs2)c1`?
bovine MsrA act: -13; Tb MetRS inh: -0.5; MLLE-PAM2 inh: -17; SKN-1 inh: -3; FAS TE block: -3; MsrA inh: 0.5; eLon inh: 8; NRP1-CendR mod: -16; MT1-MMP act inh: 7

Results for CCOc1ccccc1NC(=O)CSc1nnc(CNC(=O)COc2ccc(Cl)cc2)o1 ?
bovine MsrA act: 0; Tb MetRS inh: -0.3; MLLE-PAM2 inh: -11; SKN-1 inh: 3; FAS TE block: 2; MsrA inh: -1.0; eLon inh: 8; NRP1-CendR mod: 4; MT1-MMP act inh: 1

Results for C(#Cc1ccccc1)C[N+]1(CC#Cc2ccccc2)CCCCC1 ?
bovine MsrA act: -2; Tb MetRS inh: -0.2; MLLE-PAM2 inh: 7; SKN-1 inh: 4; FAS TE block: -4; MsrA inh: -0.6; eLon inh: 3; NRP1-CendR mod: 5; MT1-MMP act inh: -3

What do the screens show for `Cc1cc(C)cc(NC(=O)CSc2nnc(-c3cc(C)[nH]n3)n2N)c1`?
bovine MsrA act: -3; Tb MetRS inh: -0.6; MLLE-PAM2 inh: 6; SKN-1 inh: -8; FAS TE block: -3; MsrA inh: 2.1; eLon inh: -15; NRP1-CendR mod: 11; MT1-MMP act inh: 1

Results for O=C(Nc1cccc(F)c1)c1cc(-c2ccco2)nc2ccccc12 ?
bovine MsrA act: -7; Tb MetRS inh: 2.1; MLLE-PAM2 inh: -17; SKN-1 inh: 14; FAS TE block: 3; MsrA inh: 1.6; eLon inh: -21; NRP1-CendR mod: -16; MT1-MMP act inh: -4

Results for CCN(CC)S(=O)(=O)c1cccc(NC(=O)CNc2cccc(S(=O)(=O)N3CCOCC3)c2)c1 ?
bovine MsrA act: -3; Tb MetRS inh: 0.2; MLLE-PAM2 inh: 4; SKN-1 inh: 6; FAS TE block: 1; eLon inh: -1; NRP1-CendR mod: -8; MT1-MMP act inh: 11

Results for CCOc1cc2[nH]c(=S)n(Cc3ccc(C(=O)NCCOC)cc3)c(=O)c2cc1OCC ?
bovine MsrA act: -2; Tb MetRS inh: -0.6; MLLE-PAM2 inh: -128; SKN-1 inh: 11; FAS TE block: -8; MsrA inh: 0.1; eLon inh: -1; NRP1-CendR mod: 3; MT1-MMP act inh: 7

Results for C#CCOCCOCCOCCNc1nc(N2CCOCC2)nc(N2CCN(C(=O)[C@H](CCC(=O)O)n3cc([C@@H](N)CCCCN)nn3)CC2)n1 ?
bovine MsrA act: -6; Tb MetRS inh: -0.2; MLLE-PAM2 inh: 1; SKN-1 inh: -2; FAS TE block: -5; MsrA inh: -1.1; eLon inh: -8; NRP1-CendR mod: 9; MT1-MMP act inh: 2

Results for COc1ccc(-c2oc3c(OC)c(OC)c(OC)c(O)c3c(=O)c2OC)cc1OC ?
bovine MsrA act: -2; Tb MetRS inh: -0.4; MLLE-PAM2 inh: -3; SKN-1 inh: 9; FAS TE block: 13; MsrA inh: 1.5; eLon inh: -23; NRP1-CendR mod: -7; MT1-MMP act inh: 5

Results for CCOc1ccc(NC(c2ccccn2)c2oc(CO)cc(=O)c2O)cc1 (stereo unspecified) ?
bovine MsrA act: -1; Tb MetRS inh: -0.1; MLLE-PAM2 inh: 6; SKN-1 inh: -11; FAS TE block: 6; MsrA inh: 0.3; eLon inh: 0; NRP1-CendR mod: -11; MT1-MMP act inh: 2

Results for CCN(C(=O)c1cnc(OC)cc1C(F)(F)F)c1ccc(Cl)cc1 ?
bovine MsrA act: 0; Tb MetRS inh: 0.0; MLLE-PAM2 inh: -4; SKN-1 inh: 3; FAS TE block: 2; MsrA inh: -0.6; eLon inh: 10; NRP1-CendR mod: 11; MT1-MMP act inh: 0

How did CCN1C(=O)[C@H]2[C@@H](c3ccc(C)cc3)N3C(=O)N(c4cccc(Cl)c4)C(=O)[C@@]3(CC(C)C)[C@H]2C1=O do in these assays?
bovine MsrA act: -12; Tb MetRS inh: -0.1; MLLE-PAM2 inh: -5; SKN-1 inh: 12; FAS TE block: 12; MsrA inh: 0.4; eLon inh: 6; NRP1-CendR mod: 12; MT1-MMP act inh: 0

Results for COc1ccc(NS(=O)(=O)c2cc(NC(=O)c3cccs3)ccc2N2CCOCC2)cc1 ?
bovine MsrA act: -3; Tb MetRS inh: -0.1; MLLE-PAM2 inh: 5; SKN-1 inh: 10; FAS TE block: 18; MsrA inh: 0.8; eLon inh: 8; NRP1-CendR mod: 4; MT1-MMP act inh: 0

Results for CC1(C)Cc2c(sc3c2C(=O)N(c2ccccc2)C2=NCCCN23)CO1 ?
bovine MsrA act: -3; Tb MetRS inh: -0.8; MLLE-PAM2 inh: -22; SKN-1 inh: -1; FAS TE block: -9; MsrA inh: 0.1; eLon inh: 2; NRP1-CendR mod: -8; MT1-MMP act inh: -2

What do the screens show for `COc1cc(OC)c2c(-c3ccccc3)cc(=O)oc2c1C(CCN1CCCC(C)C1)c1ccc2c(c1)OCO2` (stereo unspecified)?
bovine MsrA act: 0; Tb MetRS inh: 0.1; MLLE-PAM2 inh: 12; SKN-1 inh: 11; FAS TE block: 6; MsrA inh: 0.3; eLon inh: -4; NRP1-CendR mod: 1; MT1-MMP act inh: 5

Results for CC(=O)Nc1cccc(OCc2ccc(S(=O)(=O)Cc3ccccc3)cc2)c1 ?
bovine MsrA act: -1; Tb MetRS inh: -0.9; MLLE-PAM2 inh: 11; SKN-1 inh: 10; FAS TE block: -7; MsrA inh: -0.9; eLon inh: 7; NRP1-CendR mod: 6; MT1-MMP act inh: -4

How did COCCN1C=C2C(=O)C(C)(OC(=O)C3CCCC3)C(=O)C=C2C=C1c1ccsc1 (stereo unspecified) do in these assays?
bovine MsrA act: -8; Tb MetRS inh: -0.1; MLLE-PAM2 inh: 26; SKN-1 inh: 7; FAS TE block: -8; MsrA inh: 1.1; eLon inh: 0; NRP1-CendR mod: 1; MT1-MMP act inh: 4

What do the screens show for `C=CCn1c(=S)[nH]c2sc3c(c2c1=O)CCCC3`?
bovine MsrA act: 0; Tb MetRS inh: -0.1; MLLE-PAM2 inh: 18; SKN-1 inh: -5; FAS TE block: 0; MsrA inh: 2.5; eLon inh: -4; NRP1-CendR mod: 9; MT1-MMP act inh: 2

How did CC[C@H](C)[C@@H]1NC(=O)c2cc([N+](=O)[O-])cc(F)c2NCCCC[C@@H](C(N)=O)NC(=O)[C@H](CC(N)=O)NC1=O do in these assays?
bovine MsrA act: -4; Tb MetRS inh: -0.2; MLLE-PAM2 inh: 2; SKN-1 inh: 16; FAS TE block: -11; MsrA inh: 1.1; eLon inh: 5; NRP1-CendR mod: -6; MT1-MMP act inh: 4

What do the screens show for `O=C(NC1CCCC1)C(c1cccs1)N(C(=O)c1csnn1)c1ccccc1F` (stereo unspecified)?
bovine MsrA act: 0; Tb MetRS inh: -0.7; MLLE-PAM2 inh: 16; SKN-1 inh: -12; FAS TE block: 1; MsrA inh: -0.4; eLon inh: 0; NRP1-CendR mod: 1; MT1-MMP act inh: -1

How did COc1ccc(N2CC(C(=O)Nc3ccc(N4CCOCC4)cc3)CC2=O)cc1 (stereo unspecified) do in these assays?
bovine MsrA act: -1; Tb MetRS inh: -0.4; MLLE-PAM2 inh: -2; SKN-1 inh: -6; FAS TE block: -7; MsrA inh: 1.1; eLon inh: 5; NRP1-CendR mod: -2; MT1-MMP act inh: -3

How did O=S(=O)(c1cc(Cl)ccc1Cl)N1CCN(Cc2ccco2)CC1 do in these assays?
bovine MsrA act: -3; Tb MetRS inh: -0.6; MLLE-PAM2 inh: 11; SKN-1 inh: 1; FAS TE block: 8; MsrA inh: 0.7; eLon inh: 5; NRP1-CendR mod: -2; MT1-MMP act inh: -1

How did Cc1ccc2nc(-c3ccccc3)c(NC(=O)c3ccco3)n2c1 do in these assays?
bovine MsrA act: 4; Tb MetRS inh: 0.5; MLLE-PAM2 inh: 5; SKN-1 inh: -7; FAS TE block: -8; MsrA inh: -1.0; eLon inh: 0; NRP1-CendR mod: 12; MT1-MMP act inh: 8

What do the screens show for `COCc1nnc(NC(=O)c2ccc(OC)cc2OC)s1`?
bovine MsrA act: -13; Tb MetRS inh: -1.4; MLLE-PAM2 inh: 14; SKN-1 inh: -10; FAS TE block: -3; MsrA inh: 3.1; eLon inh: 2; NRP1-CendR mod: -6; MT1-MMP act inh: -9

Results for CCCCn1nnnc1SCC(=O)N1CCOCC1 ?
bovine MsrA act: -1; Tb MetRS inh: 1.0; MLLE-PAM2 inh: 11; SKN-1 inh: 23; FAS TE block: -10; MsrA inh: 0.0; eLon inh: 0; NRP1-CendR mod: 0; MT1-MMP act inh: 4

How did CCC(=O)N1CCc2cc(-c3csc(NC(=O)c4ccco4)n3)ccc21 do in these assays?
bovine MsrA act: -2; Tb MetRS inh: -0.5; MLLE-PAM2 inh: -11; SKN-1 inh: 7; FAS TE block: -1; MsrA inh: 1.7; eLon inh: -2; NRP1-CendR mod: -4; MT1-MMP act inh: 0
